Compound activity from PubChem.
CHT allo act – allosteric activators of human choline transporter CHT. B-score at 10 µM. hit rate 0.49% among 310,000. Q9GZV3. CHT-expressing cells, membrane potential dye, choline EC20; hits give high values; LV-AA mutant CHT in HEK293 cells;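 active = initial fluorescence not abnormally high and integrated response B-score, plate-corrected, over 3 SD above library mean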
Target sequence (Q9GZV3 whole entry, looked up): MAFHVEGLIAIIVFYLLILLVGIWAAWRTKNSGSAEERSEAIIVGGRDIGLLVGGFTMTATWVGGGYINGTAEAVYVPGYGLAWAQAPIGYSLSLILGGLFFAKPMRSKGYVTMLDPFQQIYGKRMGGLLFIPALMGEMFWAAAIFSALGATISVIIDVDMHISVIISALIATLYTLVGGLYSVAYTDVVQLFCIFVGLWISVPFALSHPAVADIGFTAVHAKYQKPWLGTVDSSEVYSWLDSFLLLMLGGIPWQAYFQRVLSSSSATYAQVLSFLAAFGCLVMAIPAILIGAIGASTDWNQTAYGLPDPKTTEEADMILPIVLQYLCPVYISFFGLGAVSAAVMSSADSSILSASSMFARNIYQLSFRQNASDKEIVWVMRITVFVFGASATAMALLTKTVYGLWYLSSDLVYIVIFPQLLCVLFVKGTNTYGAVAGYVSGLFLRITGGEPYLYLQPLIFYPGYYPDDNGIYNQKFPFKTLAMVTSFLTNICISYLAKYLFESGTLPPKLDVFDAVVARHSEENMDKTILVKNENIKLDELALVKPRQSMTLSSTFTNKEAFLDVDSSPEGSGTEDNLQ
OX1R antag-1 – human HCRTR1 antagonism. O43613. AID 434989. CHO/OX1R cells, Fluo-8 calcium fluorescence, orexin A. inhibition, % at 5 µM. hit rate 0.43% among 330,000;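 active = inhibition above its plate's threshold, mean inhibition of all tested compounds on the plate plus 3 SD, cut at about 37% in these data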;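 note: 0% = orexin A challenge wells and 100% = SB-334867-A antagonist wells; not every result past the cut was called active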
Target sequence (O43613 whole entry, looked up): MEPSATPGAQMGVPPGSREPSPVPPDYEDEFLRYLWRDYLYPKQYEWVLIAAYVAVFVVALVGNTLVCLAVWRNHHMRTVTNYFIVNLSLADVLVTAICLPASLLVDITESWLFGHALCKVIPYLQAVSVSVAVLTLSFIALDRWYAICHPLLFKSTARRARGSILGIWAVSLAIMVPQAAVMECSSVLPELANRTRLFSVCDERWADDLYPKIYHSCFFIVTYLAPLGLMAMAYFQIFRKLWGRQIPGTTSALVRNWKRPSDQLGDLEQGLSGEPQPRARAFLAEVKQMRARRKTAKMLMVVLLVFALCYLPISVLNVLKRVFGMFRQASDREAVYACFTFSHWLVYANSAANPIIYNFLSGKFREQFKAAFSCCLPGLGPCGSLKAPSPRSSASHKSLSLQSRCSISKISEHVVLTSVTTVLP
OX1R antag-2 – antagonists of human orexin 1 receptor (OX1R) | O43613 | OX1R-expressing cells, FRET antagonist read-out | inhibition, % at 6.6 µM | hit rate 1.8% among 330,000 | AID 485270; in the data active = inhibition mostly above about 38%, no sharp cut-off; inactive = mostly below about 40%;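 note: 0% = agonist challenge alone and 100% = reference antagonist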
The depositor's hits bear a star.

A first look:
For CCOC(=O)c1cn(CC)c2cc(N3CCOCC3)c(F)cc2c1=O the results were CHT allo act inactive, OX1R antag-1 -2 and OX1R antag-2 31.
`Cc1cc(C)nc(N2C(=O)CC(Cc3ccc(Cl)cc3)C2=O)n1` (centres undefined) gave CHT allo act inactive, OX1R antag-1 -21 and OX1R antag-2 16.
O=C(CCc1nc2ccccc2[nH]1)NCc1ccc2c(c1)OCO2 was read as CHT allo act inactive, OX1R antag-1 -7 and OX1R antag-2 18.
Screening COCCSc1ccccc1C(=O)NCc1cccnc1 returned CHT allo act inactive, OX1R antag-1 -10 and OX1R antag-2 18.
`Cc1cccc(N2CCN(C(=O)CSc3ccc4c(c3)OCCO4)CC2)c1C` gave OX1R antag-1 -15 and OX1R antag-2 11.
CCOc1cccc2sc(N(CCCN(C)C)C(=O)c3ccc(S(=O)(=O)N4CCCCCC4)cc3)nc12 was read as CHT allo act inactive, OX1R antag-1 -17 and OX1R antag-2 15.
For CCn1c(C)cc(/C=C2/SC(=S)NC2=O)c1C the results were CHT allo act inactive, OX1R antag-1 1 and OX1R antag-2 40.
Screening N#CC1(c2ccc(NC(=O)c3ccccc3F)cc2)CCCC1 returned CHT allo act inactive, OX1R antag-1 -20 and OX1R antag-2 14.
For COc1ccc(/C=N/NC(=O)c2ccc(CSc3nncn3C)cc2)cc1OC the results were CHT allo act inactive, OX1R antag-1 9 and OX1R antag-2 24.
CC(=O)CC(C)(C)S(=O)(=O)c1ccc(Oc2ccc(S(=O)(=O)C(C)(C)CC(C)=O)cc2)cc1 was read as CHT allo act inactive, OX1R antag-1 -7 and OX1R antag-2 15.
Screening Cc1c(C)n(CCC(=O)O)c2ccccc12 returned CHT allo act inactive, OX1R antag-1 -25 and OX1R antag-2 20.
For CCc1nnc(NC(=O)/C=C/c2ccco2)s1 the results were CHT allo act inactive, OX1R antag-1 -15 and OX1R antag-2 21.

Main list, previewed entries included:
For CCOC(=O)c1cn(CC)c2cc(N3CCOCC3)c(F)cc2c1=O the results were CHT allo act inactive, OX1R antag-1 -2 and OX1R antag-2 31.
`Cc1cc(C)nc(N2C(=O)CC(Cc3ccc(Cl)cc3)C2=O)n1` (centres undefined) gave CHT allo act inactive, OX1R antag-1 -21 and OX1R antag-2 16.
O=C(CCc1nc2ccccc2[nH]1)NCc1ccc2c(c1)OCO2 was read as CHT allo act inactive, OX1R antag-1 -7 and OX1R antag-2 18.
Screening COCCSc1ccccc1C(=O)NCc1cccnc1 returned CHT allo act inactive, OX1R antag-1 -10 and OX1R antag-2 18.
`Cc1cccc(N2CCN(C(=O)CSc3ccc4c(c3)OCCO4)CC2)c1C` gave OX1R antag-1 -15 and OX1R antag-2 11.
CCOc1cccc2sc(N(CCCN(C)C)C(=O)c3ccc(S(=O)(=O)N4CCCCCC4)cc3)nc12 was read as CHT allo act inactive, OX1R antag-1 -17 and OX1R antag-2 15.
For CCn1c(C)cc(/C=C2/SC(=S)NC2=O)c1C the results were CHT allo act inactive, OX1R antag-1 1 and OX1R antag-2 40.
Screening N#CC1(c2ccc(NC(=O)c3ccccc3F)cc2)CCCC1 returned CHT allo act inactive, OX1R antag-1 -20 and OX1R antag-2 14.
For COc1ccc(/C=N/NC(=O)c2ccc(CSc3nncn3C)cc2)cc1OC the results were CHT allo act inactive, OX1R antag-1 9 and OX1R antag-2 24.
CC(=O)CC(C)(C)S(=O)(=O)c1ccc(Oc2ccc(S(=O)(=O)C(C)(C)CC(C)=O)cc2)cc1 was read as CHT allo act inactive, OX1R antag-1 -7 and OX1R antag-2 15.
Screening Cc1c(C)n(CCC(=O)O)c2ccccc12 returned CHT allo act inactive, OX1R antag-1 -25 and OX1R antag-2 20.
For CCc1nnc(NC(=O)/C=C/c2ccco2)s1 the results were CHT allo act inactive, OX1R antag-1 -15 and OX1R antag-2 21.
For CN(C(=O)CC1C(=O)NCCN1C/C=C/c1ccccc1)C1CCOCC1 (centres undefined) the results were CHT allo act inactive, OX1R antag-1 1 and OX1R antag-2 12.
`Oc1ccc(/C=N/Nc2nc(-c3cccnc3)nc3ccccc23)c(O)c1` gave CHT allo act inactive, OX1R antag-1 -14 and OX1R antag-2 6.
`C=CCn1c(SCC(=O)N2CCN(CCO)CC2)nc2sc3c(c2c1=O)CCC3` gave CHT allo act inactive, OX1R antag-1 -19 and OX1R antag-2 17.
For CCC(C)c1ccc2oc(-c3ccc(NC(=O)Cn4cnc5c(=O)n(C)c(=O)n(C)c54)cc3)nc2c1 (centres undefined) the results were CHT allo act inactive, OX1R antag-1 4 and OX1R antag-2 23.
For COc1ccccc1/C=C/C(=O)N1CCC(c2ccccc2)C1 (centres undefined) the results were CHT allo act inactive, OX1R antag-1 -24 and OX1R antag-2 17.
For CC1(C)C(=O)Nc2ccccc2N1C(=O)CSc1nnc2ccccn12 the results were CHT allo act inactive, OX1R antag-1 2 and OX1R antag-2 -1.
Screening CCNCc1cc(Cl)c(OCc2ccccc2)c(OCC)c1 returned CHT allo act inactive, OX1R antag-1 -4 and OX1R antag-2 7.
For Cc1nnc(SCC(=O)N2CCOCC2)s1 the results were CHT allo act inactive, OX1R antag-1 4 and OX1R antag-2 1.
CCOc1ccc(C2/C(=C(\O)c3ccc4c(c3)OCCO4)C(=O)C(=O)N2CCCN2CCOCC2)cc1 (centres undefined) was read as CHT allo act inactive, OX1R antag-1 -8 and OX1R antag-2 6.
CCN(CC)C(=O)[C@H]1CC(CC(=O)NCCCOC)C(=O)N2CCc3c([nH]c4ccccc34)[C@]12C (some centres undefined) was read as OX1R antag-1 -1 and OX1R antag-2 1.
COc1ccc2c(c1)O[C@H](c1ccc3c(c1)OCO3)[C@@H](O)C2=O was read as CHT allo act inactive, OX1R antag-1 -11 and OX1R antag-2 19.
Cn1c(=O)n(C)c2cc(S(=O)(=O)NCc3ccccc3)ccc21 was read as CHT allo act inactive, OX1R antag-1 -8 and OX1R antag-2 16.
For O=C(Nc1ccccc1N1CCOCC1)c1ccc([N+](=O)[O-])s1 the results were OX1R antag-1 -32 and OX1R antag-2 31*.
Screening O=C(COC(=O)/C=C/c1cccs1)Nc1ccccc1Cl returned CHT allo act inactive, OX1R antag-1 -23 and OX1R antag-2 8.
COc1ccc(Cl)cc1S(=O)(=O)NC(C)C(=O)NCCCn1ccnc1 (centres undefined) was read as CHT allo act inactive, OX1R antag-1 -1 and OX1R antag-2 21.
COc1ccc(N2CCN(CC(O)COC(c3ccccc3)c3ccccc3)CC2)cc1 (centres undefined) was read as CHT allo act inactive, OX1R antag-1 -34 and OX1R antag-2 29.
O=C(O)c1ccc2c(=O)[nH]c(CN3CCOCC3)nc2c1 was read as CHT allo act inactive, OX1R antag-1 -1 and OX1R antag-2 12.
CCOc1ccc(CCNC(=O)COC(=O)CNS(=O)(=O)c2ccc(C)cc2)cc1OCC was read as CHT allo act inactive, OX1R antag-1 -33 and OX1R antag-2 14.
CN(C)CCC1CCN(c2cc(C#N)c(C#N)cc2[N+](=O)[O-])CC1 was read as CHT allo act 7.2*, OX1R antag-1 -11 and OX1R antag-2 118*.
Screening N#CC(C#N)=C1NC2(CCCC2)Cc2ccccc21 returned CHT allo act inactive, OX1R antag-1 -22 and OX1R antag-2 22.
C[C@@H]1[C@H]2CCCC[C@H]2CN(C(=O)OC(C)(C)C)[C@@H]1c1cn(Cc2ccccc2)c2ccc(F)cc12 was read as OX1R antag-1 -38 and OX1R antag-2 10.
`Cc1cc(NC(=O)CN(C)S(=O)(=O)c2cccc(Cl)c2)no1` gave CHT allo act inactive, OX1R antag-1 -16 and OX1R antag-2 15.
`CC(C)Cc1c2c([nH]c(=S)c1C#N)CCCC2` gave CHT allo act inactive, OX1R antag-1 4 and OX1R antag-2 5.
Screening COc1ccc(CNC(=O)COC(=O)CNC(=O)c2sc3ccccc3c2Cl)cc1OC returned OX1R antag-1 -18 and OX1R antag-2 0.
For CC(=O)NC(Cc1ccc(C(C)C)cc1)C(=O)NC1CCN(C(=O)c2cccc(C)c2)CC1 (centres undefined) the results were CHT allo act inactive, OX1R antag-1 -10 and OX1R antag-2 27.
For COc1cc(C(N)=O)ccc1OCc1ccccc1 the results were CHT allo act inactive, OX1R antag-1 -18 and OX1R antag-2 40.
CC(NC(=O)c1cc(-c2ccccc2)nc2ccccc12)C1CCCO1 (centres undefined) was read as CHT allo act inactive, OX1R antag-1 -34 and OX1R antag-2 12.
Cc1ncc(S(=O)(=O)c2ccccc2)c(-c2ccccc2Cl)n1 was read as CHT allo act inactive, OX1R antag-1 -17 and OX1R antag-2 8.
Screening COc1ccc(C(=O)N2CCN(Cc3ccc(OC)c(OC)c3)CC2)cc1 returned CHT allo act inactive, OX1R antag-1 -8 and OX1R antag-2 16.
CCOC(=O)c1cnc2c(OC)cccc2c1N1CCN(c2ccc(OC)cc2)CC1 was read as CHT allo act inactive, OX1R antag-1 -59 and OX1R antag-2 10.
Screening Cc1nc2ccc(NC(=S)NCc3ccccc3)cc2nc1C returned CHT allo act inactive, OX1R antag-1 -19 and OX1R antag-2 18.
Screening O=C(Nc1cc([N+](=O)[O-])ccc1O)c1cccc(NC(=O)c2ccco2)c1 returned CHT allo act inactive, OX1R antag-1 -16 and OX1R antag-2 30.
Screening O=C(C[C@H]1C/C=C\C[C@H](Cc2ccc(F)cc2)C(=O)O[C@@H](c2ccccc2)CNC1=O)NCCO returned OX1R antag-1 -7 and OX1R antag-2 2.
`CC(=O)C1C(c2ccc(O)cc2)NC(=O)NC1(O)C(F)(F)F` (centres undefined) gave CHT allo act inactive, OX1R antag-1 -11 and OX1R antag-2 5.
`N#Cc1c2ncn(CC(=O)c3ccc(Br)cc3)c(=O)c2c2n1CCC2` gave CHT allo act inactive, OX1R antag-1 -7 and OX1R antag-2 13.
For CC(=O)c1cccc(NC(=O)Cn2cnc(S(=O)(=O)N3CCOCC3)c2)c1 the results were CHT allo act inactive, OX1R antag-1 0 and OX1R antag-2 18.
For CCOC(=O)Cc1csc(NC(=O)CCCN2C(=O)c3ccccc3C2=O)n1 the results were CHT allo act inactive, OX1R antag-1 -12 and OX1R antag-2 14.
CN1CCN(c2ccc(C(=O)NC3CCCCC3)cc2[N+](=O)[O-])CC1 was read as CHT allo act inactive, OX1R antag-1 -21 and OX1R antag-2 12.
`Cc1ccc(C)c(NC(=O)CSc2nnc(C)c(=O)n2N)c1` gave CHT allo act inactive, OX1R antag-1 -7 and OX1R antag-2 10.
`COc1cc(NC(C)=O)ccc1-c1cc2ccccc2oc1=O` gave CHT allo act inactive, OX1R antag-1 7 and OX1R antag-2 14.
COC(=O)c1c(NC(=O)c2ccccc2)sc(Cc2ccccc2)c1C was read as CHT allo act inactive, OX1R antag-1 -4 and OX1R antag-2 14.
CC1(OC(=O)c2cccs2)C(=O)C=C2C=C(C3CC3)OC=C2C1=O (centres undefined) was read as CHT allo act inactive, OX1R antag-1 -12 and OX1R antag-2 28.
O=C(Nc1ccc2c(c1)OCCO2)c1cc(F)c(F)cc1Cl was read as CHT allo act inactive, OX1R antag-1 -10 and OX1R antag-2 6.
Screening CC1(C)Cc2nc3sc4c(SCC(=O)O)ncnc4c3cc2CO1 returned CHT allo act inactive, OX1R antag-1 -10 and OX1R antag-2 6.
Screening CCOC(=O)Cc1csc(SCC(=O)NC2CCCCC2)n1 returned CHT allo act inactive, OX1R antag-1 -13 and OX1R antag-2 6.
For Cc1c(C(=O)NNC(=O)Nc2ccc([N+](=O)[O-])cc2)oc2ccccc12 the results were CHT allo act inactive, OX1R antag-1 0 and OX1R antag-2 47.
COc1ccc(C(=O)NC(=S)Nc2ccc(Cl)c(C(=O)O)c2)cc1 was read as CHT allo act inactive, OX1R antag-1 -11 and OX1R antag-2 17.
`CCOc1ccccc1C(=O)NCc1ccco1` gave CHT allo act inactive, OX1R antag-1 -22 and OX1R antag-2 23.
N#C/C(=C\c1ccccn1)c1ccccn1 was read as CHT allo act inactive, OX1R antag-1 -12 and OX1R antag-2 18.
For CCOC(=O)c1cn2nc(Oc3ccc(NC(C)=O)cc3)ccc2n1 the results were CHT allo act inactive, OX1R antag-1 -10 and OX1R antag-2 6.
Cc1cc(-c2c(C)[nH]n(-c3ccc(Cl)cc3)c2=O)n(-c2ccc(Cl)cc2)n1 was read as CHT allo act inactive, OX1R antag-1 -11 and OX1R antag-2 21.
O=S(=O)(CCc1nnc(-c2ccc(Br)cc2)o1)c1ccc(Cl)cc1 was read as CHT allo act inactive, OX1R antag-1 -19 and OX1R antag-2 5.
For Clc1ccccc1Cc1noc(CN2CCN(Cc3ccccn3)CC2)n1 the results were CHT allo act inactive, OX1R antag-1 -12 and OX1R antag-2 17.
Screening N#Cc1c(N)nc(N2CCCC2)c(C#N)c1-c1ccc(Cl)cc1 returned CHT allo act inactive, OX1R antag-1 0 and OX1R antag-2 20.
`CCCCn1nc(C(=O)N2CCc3ccccc32)c2ccccc2c1=O` gave CHT allo act inactive, OX1R antag-1 -18 and OX1R antag-2 15.
`Cc1ccc(NC(=O)COC(=O)/C=C/c2cccc(Cl)c2)cc1S(=O)(=O)N1CCOCC1` gave CHT allo act inactive, OX1R antag-1 5 and OX1R antag-2 11.
For Oc1ccc(/C=N/NC(=S)NC2CC3CCC2C3)cc1 (centres undefined) the results were CHT allo act inactive, OX1R antag-1 6 and OX1R antag-2 1.
`Cc1ccc(C(=O)Nc2ccc(N3CCCC3)cc2)c(C)c1` gave CHT allo act inactive, OX1R antag-1 -4 and OX1R antag-2 8.
Screening O=C(Nc1nnc(C2=COCCO2)o1)c1ccc(S(=O)(=O)N2CCOCC2)cc1 returned CHT allo act inactive, OX1R antag-1 -9 and OX1R antag-2 14.
`O=C(Nc1ccc(F)cc1)C(c1ccccc1)N1CCN(C(=O)c2ccco2)CC1` (centres undefined) gave CHT allo act inactive, OX1R antag-1 -23 and OX1R antag-2 16.
